Source: PubChem BioAssay (Sanford-Burnham Center for Chemical Genomics)
mIAP inh: inhibitors of mouse IAP, primary screen, biochemical, luminescence, uHTS; intestinal alkaline phosphatase [Mus musculus]; purified mouse IAP, CDP-Star luminescence, 30 min; inhibition, % at 10 µM; 330,000 compounds, 0.2% hits; AID 2806, 2010;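 active means inhibition of at least 40% at 10 µM in the primary screen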;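 further: plate controls were DMSO with enzyme for no effect and no enzyme wells for full effect; values of inactives mirror those of a sister screen read the other way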
APOBEC3A inh: APOBEC3A ssDNA deaminase inhibitors, primary screen, selectivity assay for APOBEC3G inhibitor project, biochemical, FAM/TAMRA oligo cleavage fluorescence | AID 493011, 2011 | DNA dC->dU-editing enzyme APOBEC-3A (Homo sapiens), P31941 | 330,000 compounds, 0.41% hits | recombinant A3A, FAM/TAMRA ssDNA deamination fluorescence | inhibition, % at 20 µM;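 active means at least 40% inhibition at 20 µM here, with at most 30% in a related deaminase screen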;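 further: plate controls were A3A with DMSO for no effect and wells lacking A3A enzyme for full effect; some results filed as inactive read as strong as hits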
Target sequence (P31941 whole entry, looked up): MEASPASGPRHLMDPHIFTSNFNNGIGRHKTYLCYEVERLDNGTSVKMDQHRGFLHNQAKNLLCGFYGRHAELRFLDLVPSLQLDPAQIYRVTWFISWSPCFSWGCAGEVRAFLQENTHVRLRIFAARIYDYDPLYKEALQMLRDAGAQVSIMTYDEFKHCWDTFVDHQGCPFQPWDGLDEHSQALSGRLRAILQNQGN
mIAP activ: activators of mouse IAP, primary screen, biochemical, luminescence, uHTS; intestinal alkaline phosphatase [Mus musculus]; muIAP, CDP-Star luminescence, 30 min; hits give high values; 1 = vehicle-only enzyme signal, 0 = enzyme-free wells; activation factor at 10 µM; 330,000 compounds, 0.24% hits; AID 2805, 2010;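 active means activation factor of at least 2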; further: the source names both 10 and 20 µM as test concentration; values of inactives mirror those of a sister screen read the other way
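Assay system: mouse IAP enzyme / Compound: DMSO-dissolved test compounds / Timing: 30 min, room temperature / Measured by: luminescence from enzymatic CDP-Star hydrolysis / Control set: DMSO-only wells, enzyme-free buffer wells as negative control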
SENP1 inh: human SENP1 catalytic domain inhibitors, primary screen, biochemical, FRET, uHTS. Sentrin-specific protease 1 (Homo sapiens), Q9P0U3. recombinant SENP1 catalytic domain, CyPet-SUMO1-YPet FRET cleavage. inhibition, % at 10 µM. 360,000 compounds, 0.21% hits;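 active means inhibition at least 30% at 10 µM, raw YFP signal under a set limit, fluorescence ratio 0.5 to 1.5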;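 further: 0% = enzyme with DMSO and 100% = no enzyme wells; some results filed as inactive read as strong as hits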
Target sequence (Q9P0U3 419-644 limits assumed): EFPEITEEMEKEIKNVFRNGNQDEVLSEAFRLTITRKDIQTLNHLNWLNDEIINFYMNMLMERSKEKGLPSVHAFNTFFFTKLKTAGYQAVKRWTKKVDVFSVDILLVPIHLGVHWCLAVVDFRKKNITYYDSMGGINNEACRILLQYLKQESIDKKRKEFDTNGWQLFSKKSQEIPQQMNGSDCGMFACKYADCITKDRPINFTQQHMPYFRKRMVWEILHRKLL
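Test system: human SENP1 catalytic domain; medium: Tris pH 8 buffer plus EDTA, NaCl, BME, BSA, NP40, catalase; incubation: 50 min reaction at room temperature; technique: FRET, CFP and YFP emission; controls: no-enzyme low control and enzyme-plus-DMSO high control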
A3G deaminase: APOBEC3G DNA deaminase inhibitors, primary screen, biochemical, fluorescence, single-stranded DNA substrate, uHTS; DNA dC->dU-editing enzyme APOBEC-3G (Homo sapiens), Q9HC16; recombinant A3G, ssDNA deamination FAM/TAMRA fluorescence; inhibition, % at 20 µM; 330,000 compounds, 0.28% hits;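 active means inhibition of at least 40% at 20 µM, with no more than 30% in the related APOBEC3A deaminase screen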;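 further: plate controls were DMSO wells with A3G for no effect and wells lacking A3G enzyme for full effect; some compounds called inactive have numbers as strong as hits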
hIAP act: human IAP activators, primary screen, biochemical, luminescence, uHTS; Intestinal-type alkaline phosphatase (Homo sapiens), P09923; AID 2524, 2010; purified human IAP, CDP-Star luminescence, 30 min; hits give high values; 1 = vehicle-only enzyme, 0 = enzyme-free background; activation factor at 10 µM; 330,000 compounds, 0.16% hits;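 active means activation factor of the enzyme at least 2-fold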; further: the source names both 10 and 20 µM as test concentration; values of inactives mirror those of a sister screen read the other way
Target sequence (P09923 whole entry, looked up): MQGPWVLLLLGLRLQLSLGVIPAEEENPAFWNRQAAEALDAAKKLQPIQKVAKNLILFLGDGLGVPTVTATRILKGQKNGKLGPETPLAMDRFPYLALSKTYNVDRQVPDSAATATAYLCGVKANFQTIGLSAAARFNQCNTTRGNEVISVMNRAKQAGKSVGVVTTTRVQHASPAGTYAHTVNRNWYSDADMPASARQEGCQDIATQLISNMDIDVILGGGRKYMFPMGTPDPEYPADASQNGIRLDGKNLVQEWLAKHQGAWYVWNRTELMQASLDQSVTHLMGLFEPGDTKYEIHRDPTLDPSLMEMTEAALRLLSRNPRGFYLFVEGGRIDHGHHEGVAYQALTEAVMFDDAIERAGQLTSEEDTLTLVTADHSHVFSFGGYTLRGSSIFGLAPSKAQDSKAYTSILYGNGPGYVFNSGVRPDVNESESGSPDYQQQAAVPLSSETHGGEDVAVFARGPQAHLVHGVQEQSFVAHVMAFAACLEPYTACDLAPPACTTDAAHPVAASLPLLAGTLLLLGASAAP
beta cell repl: inducers of MIN6 beta-cell proliferation, primary screen, ATP luminescence, uHTS; MIN6 cells proliferation, ATPlite luminescence, 48 h; cells starved in 0.2% serum; 100% = growth in 10% serum; proliferation, % at 10 µM; 330,000 compounds, 0.29% hits; AID 2380, 2010;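 active means compounds whose signal lies at least 3.5 SD above the mean of all wells on their plate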;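 further: 0% = DMSO-treated cells in low-serum medium and 100% = 10% serum control; some compounds called inactive have numbers as strong as hits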
hIAP inh: human IAP inhibitors, primary screen, biochemical, luminescence, uHTS; AID 2544, 2010; purified IAP, CDP-Star luminescence, 30 min; inhibition, % at 10 µM; 330,000 compounds, 0.12% hits; Intestinal-type alkaline phosphatase (Homo sapiens), P09923;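 active means inhibition reaching a set limit with compound at 10 µM in the primary screen, cut at about 35% in these data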;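 further: plate controls were DMSO wells with enzyme for no effect and no-enzyme buffer wells for full effect; values of inactives mirror those of a sister screen read the other way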
NALP3 yeast inh: NALP3 inflammasome inhibitors in reconstituted yeast, primary screen, luminescence, uHTS. Yeast reconstituted NLRP3/ASC/caspase-1, beta-gal luminescence, 24 h. inhibition, % at 10 µM. 330,000 compounds, 0.39% hits. AID 2825, 2010;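 active means inhibition of 50% or more; inactive means inhibition below 50%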;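 further: plate controls were induced DMSO wells for no effect and uninduced yeast grown without galactose for full effect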
* = called active by the depositor; · = no result given. Only part of the results is shown (hit frequency here may not be typical).

[1] N#Cc1nc(-c2cccs2)oc1N1CCN(c2ccccc2)CC1
[2] CCOc1ccc(NC(=O)CS(=O)CC(=O)N(CC(=O)NC(C)(C)C)C2CCCC2)cc1 (stereo not given)
[3] Cc1ccc(C)c(S(=O)(=O)N(C)C2(C)CCS(=O)(=O)C2)c1 (stereo not given)
[4] COc1ccc2[nH]c(C)c(CCNC(=S)Nc3ccccc3C)c2c1
[5] CCOC(=O)CCCNC(=O)CSc1nc2ccc(OCC)cc2[nH]1
[6] O=C(COC(=O)CCc1nc2ccccc2c(=O)[nH]1)Nc1ccccc1
[7] O=C(CCNC(=O)c1ccccc1Cl)Nc1ccccc1N1CCCC1
[8] Cc1ccc(NC(=O)C(=O)NCCCN2CCOCC2)c(C)c1

Compound	1	2	3	4	5	6	7	8
mIAP inh	6	2	1	-21	7	-4	-2	3
APOBEC3A inh	2	-3	-1	-5	2	0	-1	7
mIAP activ	0.94	0.98	0.99	1.2	0.93	1	1	0.97
SENP1 inh	0	1	2	1	1	-3	0	0
A3G deaminase	-7	-8	-2	-10	-3	-9	-4	-2
hIAP act	0.84	0.88	0.99	0.9	1.1	1.2	1	0.98
beta cell repl	-1	0	3	-6	-3	-4	-3	0
hIAP inh	16	12	0	10	-12	-25	-3	2
NALP3 yeast inh	27	6	25	4	11	1	21	5

Ordered by SMILES length (rising): three of the compounds above
[8] Cc1ccc(NC(=O)C(=O)NCCCN2CCOCC2)c(C)c1
[7] O=C(CCNC(=O)c1ccccc1Cl)Nc1ccccc1N1CCCC1
[3] Cc1ccc(C)c(S(=O)(=O)N(C)C2(C)CCS(=O)(=O)C2)c1 (stereo not given)

Compound	8	7	3
mIAP inh	3	-2	1
APOBEC3A inh	7	-1	-1
mIAP activ	0.97	1	0.99
SENP1 inh	0	0	2
A3G deaminase	-2	-4	-2
hIAP act	0.98	1	0.99
beta cell repl	0	-3	3
hIAP inh	2	-3	0
NALP3 yeast inh	5	21	25

Next part
[9] CCCC(=O)Nc1ccccc1-c1nnn(CC(=O)Nc2ccc(OCC)cc2)n1
[10] COc1cc2c(cc1OC)C(Cc1ccc(O)cc1)N(C)CC2 (stereo not given)
[11] COc1ccc(C(=O)NNC(=S)NC(=O)c2ccc(OC)cc2)cc1
[12] COc1ccc([C@H]2C(C(=O)O)=C[C@@H](C(C)(C)C)N2S(=O)(=O)c2ccccc2)cc1
[13] S=C(N/N=C1\CCc2ccccc21)NC1CCCCC1
[14] Cc1cc(F)ccc1S(=O)(=O)N(C(=O)c1ccncc1)c1ccc(OC(=O)c2ccncc2)cc1
[15] COc1ccc(OC(C)C(=O)N2CCOCC2)cc1 (stereo not given)
[16] COc1cc(C(=O)COC(=O)c2ccc([N+](=O)[O-])o2)cc(OC)c1OC

Compound	9	10	11	12	13	14	15	16
mIAP inh	-16	7	5	0	1	-3	0	-2
APOBEC3A inh	-4	8	-10	0	2	-1	1	-2
mIAP activ	1.2	0.93	0.95	0.99	0.99	1	1	1
SENP1 inh	1	2	1	-2	3	1	3	-1
A3G deaminase	-4	-3	-3	-2	-1	-5	1	-2
hIAP act	1.1	1	1.1	0.9	1	1.1	1.1	0.81
beta cell repl	0	-3	-2	-3	-7	-5	-4	-3
hIAP inh	-7	0	-10	10	-2	-8	-6	19
NALP3 yeast inh	-9	16	45	-1	24	3	3	-1

[17] O=C1c2ccccc2C(Nc2ccc(-c3nc4ccccc4[nH]3)cc2)N1Cc1ccco1 (stereo not given)
[18] CCC(=O)NNc1cc(=O)c2c(=O)n(C)c(=O)n(C)c2[nH]1
[19] O=C(Nc1ccc(S(=O)(=O)N2CCCC2)cc1)c1cccnc1Cl
[20] C=C(C)COc1ccc(-c2ncncc2-c2ccc(Cl)cc2)c(O)c1
[21] CCOc1ccc(NC(=O)N(C2CCCC2)C2CCN(C(C)=O)CC2)cc1
[22] COc1ccc(Cc2nnc(NC(=O)Cn3cnc4c3c(=O)n(C)c(=O)n4C)s2)cc1
[23] CCN1CCN(c2ccc(S(=O)(=O)N3CCCCC3)cc2NC(=O)/C=C/c2ccc(F)cc2)CC1
[24] O=c1c2cn[nH]c2nc(SCc2c(F)cccc2F)n1-c1ccc(Cl)cc1

Compound	17	18	19	20	21	22	23	24
mIAP inh	-53	-4	3	-4	-5	-4	14	-4
APOBEC3A inh	-2	1	-2	-4	-2	-1	61*	-2
mIAP activ	1.5	1	0.97	1	1.1	1	0.86	1
SENP1 inh	-1	0	0	-7	0	1	4	0
A3G deaminase	18	0	-13	-5	-3	-3	22	-7
hIAP act	0.92	0.92	1.1	1.1	1.2	1	0.86	1.4
beta cell repl	-6	1	0	-5	0	0	-7	-6
hIAP inh	8	8	-11	-14	-15	-3	14	-35
NALP3 yeast inh	-18	-6	4	-13	14	-12	17	1

[25] COCc1c(CCl)cnc(C)c1O
[26] O=c1c2c(nc3cc(-c4ccc(F)cc4)[nH]n13)CCCC2
[27] Cc1ccc(NC(=O)CCc2ccc(C)o2)c(C)c1
[28] CC1=NNC(=O)C1C(c1ccc(F)cc1)C(C#N)C#N (stereo not given)
[29] Cc1cccc(OCC(O)Cn2c(N3CCCCC3)nc3c2c(=O)[nH]c(=O)n3C)c1 (stereo not given)
[30] Cc1ccc2cc(CN(C(=O)c3ccncc3)C(C)C)c(=O)[nH]c2c1
[31] O=C(COC(=O)/C=C/c1cccc(Br)c1)NCc1ccco1
[32] CCOc1ccc(-c2nc(N)ncc2Oc2ccc(OC)cc2)c(O)c1

Compound	25	26	27	28	29	30	31	32
mIAP inh	-9	-15	8	1	-1	3	-3	5
APOBEC3A inh	-2	-2	-6	0	5	-2	0	3
mIAP activ	1.1	1.1	0.92	0.99	1	0.97	1	0.95
SENP1 inh	2	-1	-2	2	1	-17	0	3
A3G deaminase	-3	-3	0	-2	-4	12	-5	1
hIAP act	0.97	1.2	1.1	0.98	1.1	1.1	1.1	0.9
beta cell repl	-2	-3	-1	-4	0	0	7	1
hIAP inh	3	-22	-5	2	-11	-11	-6	10
NALP3 yeast inh	15	-2	13	-4	-1	3	-10	12

[33] O=C(N/N=C/c1sc(N2CCOCC2)nc1-c1ccccc1)c1ccccc1O
[34] O=C(CN1C(=O)CSC1=O)Nc1ccc2c(c1)OCCO2
[35] CS(=O)(=O)N1CCN(c2ccc(C(=O)NC3C4CC5CC(C4)CC3C5)cc2[N+](=O)[O-])CC1 (stereo not given)
[36] CN(C)S(=O)(=O)c1cccc(NC(=O)CCc2c[nH]c3ccccc23)c1
[37] Cc1onc(-c2c(F)cccc2Cl)c1C(=O)NC(=S)NCc1cccnc1
[38] COc1ccc(NC(=O)N2CC(C)OC(C)C2)cc1OC (stereo not given)
[39] c1ccc(CN2C3=NCCN3c3ccccc32)cc1
[40] C/C(CCN1CCCCc2nc(C)c(C)cc21)=N\O[C@@H](C)CN1CCCCc2nc(C)c(C)cc21

Compound	33	34	35	36	37	38	39	40
mIAP inh	5	0	8	3	0	10	13	-2
APOBEC3A inh	-2	-1	0	-3	-2	-2	-2	-4
mIAP activ	0.95	0.99	0.92	0.97	1	0.91	0.87	1
SENP1 inh	-28	2	1	1	-2	1	0	·
A3G deaminase	-7	-5	-4	-4	-6	-3	-5	-6
hIAP act	1	0.97	0.98	0.89	1	0.88	1.2	0.97
beta cell repl	-4	-4	-2	-3	0	-2	4	-7
hIAP inh	-3	3	2	11	-2	12	-15	3
NALP3 yeast inh	19	0	7	0	1	6	0	18

[41] COC(=O)c1cn(NC(=O)c2cc(OC)cc(OC)c2)c(=O)c2ccccc12
[42] COc1cc2c(cc1OC)C(C)N(C(=O)Cn1ncc3c1-c1ccccc1OC3)CC2 (stereo not given)
[43] CCCCC[n+]1ccn(C2=C([O-])c3ccccc3C(=O)/C2=N\S(=O)(=O)c2ccc(Br)cc2)c1
[44] CC(=O)N1CCCc2cc(S(=O)(=O)N3CCCC(C(=O)N4CCN(c5cccc(Cl)c5)CC4)C3)ccc21 (stereo not given)
[45] Cc1ccc(S(=O)(=O)N(C)CCCC(=O)Nc2cccc3ccccc23)cc1
[46] O=C(NCCCN1CCOCC1)c1ccc(Cl)cc1Cl
[47] CC(=O)Nc1sc(NC(=O)c2ccc(C)cc2)nc1-c1cccs1
[48] CCN(c1ccc(NC(=O)COC(=O)c2ccc([N+](=O)[O-])o2)cc1)C(C)C

Compound	41	42	43	44	45	46	47	48
mIAP inh	-11	6	7	2	-8	2	3	-14
APOBEC3A inh	-1	0	-3	-4	-7	0	-2	-7
mIAP activ	1.1	0.94	0.93	0.98	1.1	0.98	0.97	1.1
SENP1 inh	4	2	5	0	3	-3	-2	1
A3G deaminase	2	-3	-5	-4	-6	-2	-3	-9
hIAP act	0.93	0.79	0.98	1.2	1.1	0.88	1	0.97
beta cell repl	-2	0	-4	-5	-3	1	0	-2
hIAP inh	7	22	2	-21	-8	12	-1	3
NALP3 yeast inh	5	10	7	10	24	16	15	23

[49] Cc1csc(NC(=O)CSc2nc3ccccc3c(=O)[nH]2)n1
[50] COc1cc(N)c(Cl)cc1NC(=O)c1ccccc1
[51] OCCC1CN(C2CCC2)CCN1Cc1ccc(F)c(F)c1 (stereo not given)
[52] CCCNCC(O)Cn1c2ccccc2n2c(=O)cc(C)c(C#N)c12 (stereo not given)
[53] COc1ccc(-c2csc(NC(=O)COC(=O)c3ccco3)n2)cc1
[54] Clc1ccc(SCCN2CCNCC2)cc1
[55] CCOc1ccc2nc(NC(=O)CS(=O)(=O)c3ccc(C)cc3)sc2c1
[56] COc1ccc(-c2ccc(SCC(=O)Nc3cc(C)on3)nn2)cc1OC
[57] O=C(NNC(=O)c1ccccc1Cl)c1ccco1

Compound	49	50	51	52	53	54	55	56	57
mIAP inh	9	0	3	-4	4	-15	2	3	22
APOBEC3A inh	-1	-3	-2	3	11	-1	2	3	1
mIAP activ	0.91	1	0.97	1	0.96	1.1	0.98	0.97	0.78
SENP1 inh	-1	0	0	-13	-1	1	0	-1	1
A3G deaminase	0	-4	-8	-2	-4	2	-1	4	-4
hIAP act	0.99	0.97	1	1	1.1	1.1	0.94	0.93	0.99
beta cell repl	0	-1	-3	-7	-5	-1	-5	-3	-2
hIAP inh	1	2	-4	-3	-5	-10	6	7	1
NALP3 yeast inh	8	14	16	7	2	21	7	11	11
